RT RNaseH block = blocks HIV-1 RNase H cleavage of RNA/DNA duplex; P04585; inhibition, % at 10 µM; 1.9% of 65,000 active; RT-RNase H RNA/DNA duplex cleavage, fluorescence; in the data active means inhibition above about 50%
RmlCD inh mix = RmlC/RmlD inhibition, mixture screen; RmlC/RmlD coupled enzyme inhibition, 384-well mixture HTS; inhibition, % at 5.5 µM; 0.39% of 110,000 active; in the data active means inhibition above about 30%, passing the limit was not always enough; further: strong numbers were not always called active
An asterisk follows results filed as active; / = no result given; & = joins results of further samples. These rows are one share of the data, so the mix of outcomes need not match the whole.

Preview (three entries):
SMILES,RmlCD inh mix,RT RNaseH block
CC(=O)Oc1ccc2ccccc2c1C(NC(=O)Cc1ccccc1)c1ccc(Cl)cc1 (configuration not stated),-5,/
CC1C(=O)CCN(C(C)C)C1C (configuration not stated),-8,/
COc1cccc(-n2cc3c(=O)n(C)c(=O)n(C)c3c2)c1,3,-9

Results (from the top)
SMILES,RmlCD inh mix,RT RNaseH block
CC(=O)Oc1ccc2ccccc2c1C(NC(=O)Cc1ccccc1)c1ccc(Cl)cc1 (configuration not stated),-5,/
CC1C(=O)CCN(C(C)C)C1C (configuration not stated),-8,/
COc1cccc(-n2cc3c(=O)n(C)c(=O)n(C)c3c2)c1,3,-9
Cc1ccc(S(=O)(=O)N(C)c2ccc(C(=O)O)cc2)cc1,-27,-13
COc1ccc(CNc2ccccc2)cc1Br,6,/
CCc1cc(C(=O)NNC(=S)Nc2cccc(C)c2)cs1,-12,/
CCOC(=O)c1ccc(NC(=O)c2nc[nH]c2C(=O)NCC(=O)OC(C)(C)C)cc1,7,/
COC(=O)CCC(=O)OC1(C)C(=O)C2=CN(CCc3c[nH]c4ccccc34)C(c3ccc(OC)cc3)=CC2=C(Br)C1=O (configuration not stated),-2,/
COC(=O)c1ccc(C2C(Oc3ccc(OC)cc3)C(=O)N2CCc2ccc(F)cc2)cc1 (configuration not stated),-5,/
CCn1c(CCCOc2ccc(Cl)cc2Cl)nnc1SCC(=O)Nc1cccc(F)c1,-40,/
Brc1cnn(-c2nc(N3CCOCC3)nc(N3CCOCC3)n2)c1,/,-27
COc1ccc(S(=O)(=O)NC(CC(=O)NCc2ccco2)c2ccco2)cc1 (configuration not stated),-13,-2
CC(C)CNC(=O)CN(C1CCCCC1)S(C)(=O)=O,14,-6
CC[C@@H](C)CN1C(=O)N[C@@H](c2ccccc2)C(C(C)=O)=C1C,17,/
CCC(=O)Nc1ccc2nc(C3CC3)n(Cc3ccccc3)c(=O)c2c1,/,-8
CC(=O)[C@H]1CC[C@H]2[C@@H]3CCC4=CC(=O)CC[C@]4(C)[C@H]3CC[C@]12C,-9,-32
Cc1c(Cl)ccc2c1NC(=O)[C@]21N[C@@H](Cc2ccccc2)[C@H]2C(=O)N(c3ccc(F)cc3)C(=O)[C@H]21,-11,/
COc1cccc(C(=O)N2CCN(S(=O)(=O)Cc3ccccc3)CC2)c1,9,32
CCC(C)NC(=O)c1c(N)n(/N=C/c2ccccn2)c2nc3ccccc3nc12 (configuration not stated),15,-55
CN(C)c1nc(Oc2ccc(=O)[nH]n2)nc(N2CCOCC2)n1,-2,/
O=C(Cn1cnc2c(cnn2-c2ccccc2)c1=O)NCc1ccccc1,0,2
C[C@H](NC(=O)OC(C)(C)C)C(=O)NCC1CCC(C(=O)O)CC1 (some centres not stated),-14,3
COc1ccc(C(=O)N2CCCC2=O)cc1,11,-13&-3
CCOc1cccc(NC(=O)C2CCCN(S(=O)(=O)c3ccc(-n4cnnn4)cc3)C2)c1 (configuration not stated),-2,-3
OC1(CN2CCOCC2)C2CN3CCN(C2)CC1(c1ccccc1)C3 (configuration not stated),3,-2
O=C(Oc1ccc2c(c1)OCC2=O)c1ccccc1,3,-23
Cc1occc1-c1nnc(SCC(=O)NCc2cccs2)n1CC1CCCO1 (configuration not stated),6,-14
O=C(c1ccc(=O)oc1)N1CCN(C(c2ccccc2)c2ccccc2)CC1,18,2
Cc1ccc(S(=O)(=O)NCC2CCC(C(=O)NCc3ccco3)CC2)cc1 (configuration not stated),-10,-1
O=S(=O)(NC1CCN(Cc2ccccc2)CC1)c1cccc2cccnc12,20,17
Cc1nn(C)c(C)c1S(=O)(=O)N1CCC(C(=O)NC(C)c2ccccc2)CC1 (configuration not stated),-10,-16
CNC(=O)CSc1nc(-c2ccccc2)c(-c2ccccc2)[nH]1,5,/
O=C1COc2ccc(C(=O)COC(=O)c3ccc4ccccc4n3)cc2N1,-15,-15
CCOC(=O)C1C(=O)C(C(C)=O)C(=O)CC1CC(C)SCC (configuration not stated),-7,/
COc1ccccc1NS(=O)(=O)c1ccc(NC(=O)CCNC(=O)c2ccco2)cc1,0,-3
COC(=O)c1ccc2c(=O)n(Cc3ccc4c(c3)OCO4)c(SCC(=O)N3CCCC3)nc2c1,/,-9
CSc1c(CC(=O)NCCO)n(C)c2ccccc12,5,-10
CCCCCCC1CC(CCC(=O)Nc2ccc([N+](=O)[O-])cc2)C(=O)O1 (configuration not stated),-9,/
Cc1cccc(C)c1NC(=O)CCCN1CC(C)OC(C)C1 (configuration not stated),10,/
Cc1n[nH]c(C)c1S(=O)(=O)N1CCCC(C(=O)N2CCN(c3ccc(Cl)cc3)CC2)C1 (configuration not stated),10,-16
CCOc1cc(C)c(Cl)cc1S(=O)(=O)N1CCCC1,22,-59
CC1CCCCC1NC(=O)CN1CCC(O)(c2ccc(F)cc2)CC1 (configuration not stated),5,0
CCOc1ccccc1C1SCC(=O)Nc2c1c(=O)[nH]n2C(CC)CC (configuration not stated),14,7
O=C(COC(=O)c1cccnc1Cl)c1cccc(Cl)c1,2,/
CNc1nc(OCCNC(=O)Nc2ccccc2)nc(N2CCOCC2)n1,-14,/

Sorted by molecular weight (low to high): some entries from above
SMILES,RmlCD inh mix,RT RNaseH block
CSc1c(CC(=O)NCCO)n(C)c2ccccc12,5,-10
CNC(=O)CSc1nc(-c2ccccc2)c(-c2ccccc2)[nH]1,5,/
CCOC(=O)C1C(=O)C(C(C)=O)C(=O)CC1CC(C)SCC (configuration not stated),-7,/
CC1CCCCC1NC(=O)CN1CCC(O)(c2ccc(F)cc2)CC1 (configuration not stated),5,0
O=C1COc2ccc(C(=O)COC(=O)c3ccc4ccccc4n3)cc2N1,-15,-15
COc1ccccc1NS(=O)(=O)c1ccc(NC(=O)CCNC(=O)c2ccco2)cc1,0,-3

Next part:
SMILES,RmlCD inh mix,RT RNaseH block
CCOC(=O)c1cc(-c2nnc(-c3ccc(Oc4ccccc4)cc3)o2)c(C)nc1C,-20,1
Cc1ccc(NC(=O)CN(C)C(=O)CCCN2C(=O)c3ccccc3C2=O)cc1,24,-6
O=C(Nc1ccccc1Cl)N1CCSc2ccccc21,-42,/
O=C(CN1CCOc2ccccc21)NCc1ccc(F)cc1,/,0
O=C(O)c1cnc(-c2ccccc2)nc1Sc1cccc(Cl)c1,-4,/
Cc1nc(NCCc2ccccc2F)c(C#N)c(C)c1[N+](=O)[O-],0,/
CCOC(=O)N1CCN(c2ncnc3c2cnn3-c2ccc(Cl)cc2)CC1,-11,69*
CC(C)CN1CCC(=O)N(CCSc2ccc(Br)cc2)CC1,-7,/
COc1ccc(CCn2c(SCC(=O)Nc3cc(C)on3)nc3ccsc3c2=O)cc1OC,/,-4
Cc1cc(C)n(C2CC(=O)N(c3ccccc3)C2=O)n1 (configuration not stated),-19,/
CCOC(=O)c1c(C)oc2c1c(/C=N/c1ccccn1)c(O)c1ccccc12,/,0
CCOC(=O)c1ccccc1NC(=O)c1ccccc1N(C)S(C)(=O)=O,/,-45
CCOC(=O)c1[nH]c(C)c(C(=O)NCCc2ccc(OC)cc2)c1C,-4,-3
O=C(NCc1ccco1)C(c1ccncc1)N(CCC1=CCCCC1)C(=O)Cn1nnc2ccccc21 (configuration not stated),-8,5
Cc1cccc(COc2ccc(/C(O)=C3\C(=O)C(=O)N(CCN(C)C)C3c3ccncc3)cc2)c1 (configuration not stated),-12,-3
COC(=O)c1[nH]c2cccc(OC)c2c1NC(=O)C(C)N1CCC(C)CC1 (configuration not stated),14,/
CCOC(=O)C1=C(c2ccccc2)N=C2SCC(=O)N2C1c1ccc2c(c1)OCO2 (configuration not stated),9,0
COC(=O)CN(c1nc(C)c(Cl)c(OC)n1)S(=O)(=O)c1ccc(C)cc1,4,-33
Cc1cc(Cl)ccc1N1C(=O)CC(SCCC(=O)O)C1=O (configuration not stated),-12,43
CCOC(=O)c1ccccc1NC(=O)N[C@@H](C)C(=O)OC,-21,/
CCc1nccn1S(=O)(=O)c1ccc2ccccc2c1,-9,-27
O=C(CCn1cccc1)Nc1cc(F)ccc1F,-3,-8
CC(C)OC(=O)C(C#N)c1nc2ccccc2nc1N1CCN(Cc2ccccc2)CC1 (configuration not stated),-1,5
CCCCSc1nnc2[nH]c(=O)cc(N)n12,11,/
O=C(OC1CCOC1=O)c1cc(-c2ccc(Cl)cc2)nc2ccccc12 (configuration not stated),9,/
CCC(=NCCCn1ccnc1)c1c(O)n(Cc2ccccc2)c(=O)[nH]c1=O,5,/
C=C(C)C(=O)Nc1cccc(C2=NOC3(C2)C[C@@H](C(N)=O)N(C(=O)c2cc([N+](=O)[O-])cc([N+](=O)[O-])c2C)C3)c1 (some centres not stated),-6,/
COC(=O)CCC(=O)OC1(C)C(=O)C=C2C=C(C3CC3)N(Cc3ccc4c(c3)OCO4)C=C2C1=O (configuration not stated),5,/
CCN1C(=O)/C(=C2/Sc3ccc(OC)cc3N2C)SC1=Nc1ccc(C(C)=O)cc1,/,6
CSc1nc(C)cc(OCC#N)n1,-3,-4
Cc1onc(-c2ccccc2)c1C(=O)NC(CC(=O)O)c1ccc(OC(C)C)cc1 (configuration not stated),/,-13
O=c1nc(N2CCOCC2)ccn1-c1nc(-c2ccccc2)oc1-c1ccccc1,0,-56
COC(=O)CSc1nnc(C)n1-c1cccc(C#N)c1,7,-11
COc1ccc(N2CC(C(=O)Nc3ncccc3C)CC2=O)cc1 (configuration not stated),-14,-7
CC1CCCCC1NS(=O)(=O)c1ccc(S(=O)(=O)N2CCCC2)cc1 (configuration not stated),5,1
CCCCCCc1cc2cc(C(=O)NCc3ccccc3)c(=N)oc2cc1O,-20,/
O=C(NCCCn1ccnc1)Nc1cccc2ccccc12,-6,/
FC(F)(F)c1cc(-c2ccccc2)nc(NCc2cccnc2)n1,-12,/
COc1ccccc1CC(=O)Nc1ccccc1O,4,/
Cn1nnc(NC(=O)CSc2nnnn2-c2ccc(F)cc2)n1,-131,-8
CCCN1CCN(CCCNC(=O)C2CCCN(c3nnc(-n4cccc4)s3)C2)CC1 (configuration not stated),30,-12
CCCC(=O)Nc1ccc(Sc2ccc([N+](=O)[O-])cc2)cc1,-6,/
CCOc1ccccc1C(=O)OCC(=O)Nc1ccc(OC(F)F)cc1,14,/
COc1ccc(-c2c(C)oc3c(CN4CCN(C)CC4)c(O)ccc3c2=O)cc1,2,-10
CC1CCN(C(=O)C2CC(c3ccc(F)cc3)=NO2)CC1 (configuration not stated),-6,2
CC(=O)NC(CC(C)C)C(=O)NC(=O)NCc1ccccc1 (configuration not stated),-7,-17
O=C(CSc1nnc(Cn2nnc3ccccc32)o1)Nc1cccc(Cl)c1,-3,/
COc1ccc(OC)c(NC(=O)CSc2ccc3ccccc3c2)c1,4,/
CCC(=O)Nc1cc(C(=O)OC(C(=O)c2ccc(C)c(C)c2)c2ccccc2)ccc1C (configuration not stated),3,/
CCn1c(SCC(=O)Nc2ccccc2C)nnc1-c1ccccc1O,5,0
Cc1nc2nc[nH]n2c(=O)c1NC(=O)c1cccc(OCC(C)C)c1,3,-3
Cn1c(CSc2nc3ccccc3s2)n[nH]c1=S,6,48
Cc1cccc(Nc2n[nH]c(=S)s2)c1C,8,77*
CCOC(=O)c1ccc(COC(=O)c2cc3ccccc3oc2=O)o1,-20,-8
O=c1c2ccccc2nc2c3ccccc3c(NCCN3CCOCC3)nn12,-5,/
O=C(Nc1ccccc1)C1=C[C@@H](c2ccccc2)C[C@@H](OCc2ccc(CO)cc2)O1,9,/
Cc1nn2c(-c3ccco3)nnc2c2ccccc12,149,-41
CC1CCC2(CC1)N=C(N)Nc1nc3ccccc3n12 (configuration not stated),-7,/
Cc1cc(C(=O)OCc2nnc(-c3ccccc3)o2)c(C)n1-c1ccccc1,10,-51
O=C(Cc1nc(-c2ccc(Br)s2)cs1)NCCN1CCOCC1,14,-13

Following part
SMILES,RmlCD inh mix,RT RNaseH block
COc1ccc(N2CCN(CC(=O)N3CCC(C)CC3)CC2)cc1,8,0
Cc1cc(NC(=O)c2ccco2)ccc1-n1cnnn1,0,/
CCCCC(=O)NC(c1ccco1)c1c(O)ccc2ccccc12 (configuration not stated),-14,/
CCCC(O)(CCN1CCCCC1)c1ccc(OCC)cc1 (configuration not stated),12,/
O=C1C2C3C=CC(C3)C2C(=O)N1c1ccc2c(c1)CCC2 (configuration not stated),20,2
c1nc(NC2CCCCCC2)c2[nH]cnc2n1,-12,-3
CS(=O)(=O)N1CCN(c2ccc(NC(=O)c3cccnc3Cl)cc2)CC1,7,/
O=C(COC(=O)c1n[nH]c2ccccc12)NC(=O)NC12CC3CC(CC(C3)C1)C2,-10,45
N#CC1=C(c2ccccc2)N=P(N2CCOCC2)(N2CCOCC2)N=C1N1CCOCC1,/,12
Cc1ccc(C(=O)NC(N2CCCC2)C(Cl)(Cl)Cl)cc1 (configuration not stated),-8,/
O=C(C(Cc1ccccc1)N1C(=O)c2ccccc2C1=O)N1CCc2ccccc21 (configuration not stated),7,/
O=C1C2C(c3ccccc3)C=CC(c3ccccc3)C2C(=O)N1c1ccncc1 (configuration not stated),17,/
Cc1nc2ncnn2c(N2CCN(c3cccc(C(F)(F)F)c3)CC2)c1C,9,-10
Cc1ccc(N2CC(C(=O)Nc3cc(C)on3)CC2=O)cc1 (configuration not stated),10,/
